CYP2C9 activ: activators of human CYP2C9 | P11712 | recombinant CYP2C9, luciferin-H conversion, luminescence; stronger effect = higher value; factor 1 = untreated enzyme, 0 = blocked | activation factor at 5 µM | 96,000 tested, 1.4% active;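 active = activation factor of 2 or more for CYP2C9 at a 5 µM dose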;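 note: 0 = sulfaphenazole-blocked wells and 1 = vehicle-only wells; values of inactives mirror those of a sister screen read the other way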
PLAP act: activates human placental alkaline phosphatase; AID 696; P05187; purified PLAP enzyme, luminescent substrate read-out; stronger effect = higher value; 96,000 tested, 1.2% active; activation fold at 20 µM; in the data active = activation fold above about 2
Target sequence (P05187 whole entry, looked up): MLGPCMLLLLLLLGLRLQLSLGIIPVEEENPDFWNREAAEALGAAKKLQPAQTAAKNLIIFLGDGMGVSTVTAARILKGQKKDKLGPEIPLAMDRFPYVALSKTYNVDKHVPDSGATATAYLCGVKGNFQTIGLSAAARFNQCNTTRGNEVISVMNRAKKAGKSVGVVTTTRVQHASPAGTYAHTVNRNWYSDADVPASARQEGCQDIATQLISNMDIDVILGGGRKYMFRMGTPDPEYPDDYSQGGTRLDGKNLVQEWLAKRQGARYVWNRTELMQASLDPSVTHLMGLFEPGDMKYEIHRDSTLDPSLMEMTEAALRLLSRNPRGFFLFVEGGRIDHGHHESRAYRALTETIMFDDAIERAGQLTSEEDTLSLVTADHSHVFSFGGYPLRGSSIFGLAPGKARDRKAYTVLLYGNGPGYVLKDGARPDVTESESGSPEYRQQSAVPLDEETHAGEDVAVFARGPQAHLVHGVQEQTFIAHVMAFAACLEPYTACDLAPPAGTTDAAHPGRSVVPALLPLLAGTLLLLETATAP
Plk1 PBD FP: Plk1 (human) PBD binding inhibition; Plk1 PBD phosphopeptide binding, fluorescence polarization; inhibition, %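 (tested at about 20 µM)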; 97,000 tested, 0.13% active; AID 693; in the data active = inhibition above about 34%, passing the limit was not always enough
CYP2C9 inhib: blocks human cytochrome P450 2C9. P11712. CYP2C9 Supersomes, luciferin-H conversion, luminescence. inhibition, % at 5 µM. 96,000 tested, 20% active. AID 777;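 active = blocking of liver enzyme CYP2C9 beyond about 50% at 5 µM, limit read from the data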; note: values of inactives mirror those of a sister screen read the other way
CYP2C19 act: increases human CYP2C19 enzyme activity; AID 1025; P33261; activation factor at 5 µM; 96,000 tested, under 10 active; recombinant CYP2C19, luciferin-H EGE luminescence; stronger effect = higher value; 0 = fully inhibited enzyme, 1 = untreated enzyme;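 active = activation factor of at least 2 at 5 µM in the primary screen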;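 note: 0 = wells with 2.5 mM tranylcypromine and 1 = vehicle-only wells; values of inactives mirror those of a sister screen read the other way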
CYP2C19 inhib: inhibitors of human CYP2C19. inhibition, % at 5 µM. 96,000 tested, 21% active. P33261. CYP2C19 Supersomes, luciferin-H EGE luminescence, 30 min;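 active = CYP2C19 inhibition above a set limit at 5 µM in the primary screen, cut at about 50% in these data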;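 note: plate controls were negative control wells for no effect and 2.5 mM tranylcypromine positive control for full effect; values of inactives mirror those of a sister screen read the other way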
HIV Rev-RRE inh: disrupts HIV-1 Rev binding to RRE RNA; Rev peptide-RRE RNA binding, FRET; P05866; inhibition, % at 8 µM; 97,000 tested, 0.79% active;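 active = inhibition above the screen-wide mean plus 3 SD, cut at about 35% in these data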;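 note: 0% = median DMSO wells and 100% = median Neomycin B control wells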
Target sequence (P05866 whole entry, looked up): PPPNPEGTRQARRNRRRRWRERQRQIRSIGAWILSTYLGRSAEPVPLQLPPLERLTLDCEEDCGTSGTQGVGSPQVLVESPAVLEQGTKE
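Assay system: Labelled RRE RNA duplex and labelled Rev peptide | Times: 5 min preincubation and 15 min binding, 25 °C | Detection: FRET, ex 480 nm, em 540 and 671 nm | Evaluation: % inhibition of FRET ratio versus controls | Benchmarks: DMSO wells as 0% and neomycin B wells as 100% inhibition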
EphB4 ephrin blk: blocks human EphB4 binding to ephrin-B2; P54760; EphB4 LBD / TNYL-RAW-Alexa532 peptide, fluorescence polarization; inhibition, % at 7 µM; 97,000 tested, 0.15% active; AID 720;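 active = inhibition above the screen-wide mean inhibition plus 3 SD, cut at about 15% in these data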;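 note: 0% = DMSO wells and 100% = excess unlabeled TNYL-RAW peptide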
PLK1 inh: inhibitors of human PLK1 kinase; P53350; recombinant PLK1 kinase, TR-FRET peptide phosphorylation; inhibition, % at 10 µM; 97,000 tested, 0.53% active;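 active = inhibition of 50% or more in the single-concentration screen; inactive = inhibition below 50%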;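 note: 0% = DMSO max control and 100% = H-89 dihydrochloride min control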
* = called active by the depositor; nt = not tested or not shown.

| cpd | smiles | CYP2C9 activ | PLAP act | Plk1 PBD FP | CYP2C9 inhib | CYP2C19 act |
| --- | --- | --- | --- | --- | --- | --- |
| 1 | O=C(COC(=O)C1=COCCO1)NCCCc1ccccc1 | 0.8 | 0.9 | -14 | 17 | 0.6 |
| 2 | CCOc1ccc(S(=O)(=O)Nc2ccccc2C(=O)NCc2ccco2)cc1 | 0.3 | 1.6 | -23 | 70* | 0 |
| 3 | Nc1nn(S(=O)(=O)c2cccc3nsnc23)cc1-c1ccc(Br)cc1 | 0 | 0.8 | -16 | 100* | 0 |
| 4 | Cc1cc(=O)oc(C)c1C(=O)OCC(=O)c1ccc2ccccc2c1 | 1 | 1.9 | 10 | 4 | 0.4 |
| 5 | CC1Cc2ccccc2N1Cc1nc2cc(Cl)ccc2c(=O)[nH]1 (stereo unspecified) | 0.2 | 1.1 | -7 | 80* | 0.4 |
| 6 | COC(=O)Cn1cnc2sc(C)c(S(=O)(=O)N3CCC(C)CC3)c2c1=O | 0.9 | 1 | -20 | 7 | 0.7 |
| 7 | CC(=O)c1ccc(-n2nncc2C)cc1 | 0.9 | 0.8 | -4 | 11 | 1 |
| 8 | Cc1cc(C(F)F)n2ncc(C(=O)N3CCC(C(N)=O)CC3)c2n1 | 1.2 | 1.2 | 10 | -18 | 1.1 |
| 9 | CCOc1ccccc1N1CCN(Cc2cccc(OC)c2O)CC1 | 1.1 | 1 | 1 | -9 | 0.8 |
| 10 | CCCn1c(Nc2ccccc2C)nc2ccccc21 | nt | nt | 7 | nt | nt |

| cpd | CYP2C19 inhib | HIV Rev-RRE inh | EphB4 ephrin blk | PLK1 inh |
| --- | --- | --- | --- | --- |
| 1 | 40 | 3 | -4 | -10 |
| 2 | 100* | 2 | -6 | -8 |
| 3 | 100* | 2 | 1 | 11 |
| 4 | 63* | 16 | -1 | -4 |
| 5 | 57* | 4 | 6 | 21 |
| 6 | 26 | 1 | -2 | -10 |
| 7 | -3 | 3 | -2 | -5 |
| 8 | -12 | 6 | -8 | 1 |
| 9 | 16 | 3 | 2 | 1 |
| 10 | nt | 3 | 2 | -7 |

Retrieved by compound from the entries so far:
| cpd | smiles | CYP2C9 activ | PLAP act | Plk1 PBD FP | CYP2C9 inhib | CYP2C19 act |
| --- | --- | --- | --- | --- | --- | --- |
| 5 | CC1Cc2ccccc2N1Cc1nc2cc(Cl)ccc2c(=O)[nH]1 (stereo unspecified) | 0.2 | 1.1 | -7 | 80* | 0.4 |
| 2 | CCOc1ccc(S(=O)(=O)Nc2ccccc2C(=O)NCc2ccco2)cc1 | 0.3 | 1.6 | -23 | 70* | 0 |
| 9 | CCOc1ccccc1N1CCN(Cc2cccc(OC)c2O)CC1 | 1.1 | 1 | 1 | -9 | 0.8 |
| 7 | CC(=O)c1ccc(-n2nncc2C)cc1 | 0.9 | 0.8 | -4 | 11 | 1 |
| 6 | COC(=O)Cn1cnc2sc(C)c(S(=O)(=O)N3CCC(C)CC3)c2c1=O | 0.9 | 1 | -20 | 7 | 0.7 |
| 3 | Nc1nn(S(=O)(=O)c2cccc3nsnc23)cc1-c1ccc(Br)cc1 | 0 | 0.8 | -16 | 100* | 0 |

| cpd | CYP2C19 inhib | HIV Rev-RRE inh | EphB4 ephrin blk | PLK1 inh |
| --- | --- | --- | --- | --- |
| 5 | 57* | 4 | 6 | 21 |
| 2 | 100* | 2 | -6 | -8 |
| 9 | 16 | 3 | 2 | 1 |
| 7 | -3 | 3 | -2 | -5 |
| 6 | 26 | 1 | -2 | -10 |
| 3 | 100* | 2 | 1 | 11 |

Later entries:
| cpd | smiles | CYP2C9 activ | PLAP act | Plk1 PBD FP | CYP2C9 inhib | CYP2C19 act |
| --- | --- | --- | --- | --- | --- | --- |
| 11 | CCOC(=O)c1ccc(NCn2c(=O)oc3ccccc32)cc1 | 0.8 | 0.7 | 5 | 18 | 0.9 |
| 12 | Cc1ccc(C(=O)NC2CCS(=O)(=O)C2)cc1S(=O)(=O)N1CCCCC1 (stereo unspecified) | 0.7 | 1.3 | 12 | 32 | 1.1 |
| 13 | CCOC(=O)c1cc(-c2ccc(Cl)s2)nc2c1c(C)nn2C | 0.7 | 1.4 | 5 | 32 | 0.8 |
| 14 | Cc1sc2nc(SCC(=O)C(C)(C)C)n(Cc3ccco3)c(=O)c2c1C | 0.3 | 1 | -5 | 73* | 0.9 |
| 15 | Fc1cccc(Cl)c1Cc1noc(/C=C/c2ccccc2)n1 | 1.1 | 0.9 | 8 | -14 | 1.2 |
| 16 | Cc1oc(C(C)(C)C)cc1C(=O)NCC(=O)NCC(=O)O | 1.1 | 1.1 | -6 | -13 | 1.1 |
| 17 | CCn1nnnc1-c1ccc(OC)c(S(=O)(=O)Nc2ccc(C)c(C)c2)c1 | 0.4 | 1.3 | -10 | 62* | 0.5 |
| 18 | CC(=O)Nc1ccc(NC(=O)C(C)O/N=C/c2cccc([N+](=O)[O-])c2)cc1 (stereo unspecified) | 0.4 | 1.1 | -7 | 60* | 0.6 |
| 19 | CC(C)C(c1nnnn1Cc1ccc(F)cc1)N1CCSCC1 (stereo unspecified) | nt | nt | 8 | nt | nt |
| 20 | O=C(Nc1ccc(Cl)cc1)N1CCc2[nH]c3ccccc3c2C1 | 0.9 | 0.9 | -2 | 14 | 0.9 |

| cpd | CYP2C19 inhib | HIV Rev-RRE inh | EphB4 ephrin blk | PLK1 inh |
| --- | --- | --- | --- | --- |
| 11 | 6 | 55* | -9 | -8 |
| 12 | -13 | 2 | 8 | -2 |
| 13 | 17 | 2 | 10 | -13 |
| 14 | 12 | 6 | 5 | -13 |
| 15 | -15 | 19 | 6 | -9 |
| 16 | -13 | 2 | 1 | -4 |
| 17 | 49 | 4 | -4 | 2 |
| 18 | 41 | 0 | -1 | -22 |
| 19 | nt | 1 | -1 | -10 |
| 20 | 13 | -3 | -5 | -10 |

(further entries)
| cpd | smiles | CYP2C9 activ | PLAP act | Plk1 PBD FP | CYP2C9 inhib | CYP2C19 act |
| --- | --- | --- | --- | --- | --- | --- |
| 21 | CC1CCN(S(=O)(=O)c2cccc(C(=O)N(C)C3CCS(=O)(=O)C3)c2)CC1 (stereo unspecified) | 1.2 | 1.2 | -10 | -22 | 1.2 |
| 22 | CC(C)N(C(=O)c1ccc2nc3c4ccccc4c4ccccc4c3nc2c1)C(C)C | nt | nt | -19 | nt | nt |
| 23 | CCn1nccc1C(=O)Nc1ccc(Cl)c(Cl)c1 | nt | nt | 21 | nt | nt |
| 24 | O=C(c1ccco1)N1CCn2c1nc1ccccc12 | nt | nt | -9 | nt | nt |
| 25 | C=C(C)CN=c1scc(C)n1/N=C/c1ccco1 | 0.6 | 1.2 | 16 | 44 | 0.1 |
| 26 | CC1=C(C)/C(=N\OS(=O)(=O)c2ccccc2)C=CC1=O | 1.1 | 0.8 | -18 | -6 | 0.9 |
| 27 | Cc1cc(NC(=O)CSc2nc3sc4c(c3c(=O)n2C)CCCC4)no1 | 0.8 | 1 | -17 | 16 | 1 |
| 28 | O=C(O)CCC(=O)NCCn1c(-c2ccccc2)csc1=Nc1ccccc1 | 0.9 | 1.3 | 9 | 11 | 1 |
| 29 | COc1cc(C)c(C(N)=O)c(OC)n1 | 1.3 | 1 | nt | -26 | 1.2 |
| 30 | Cc1sc2nc(C(C)Sc3nnc(C)n3-c3ccccc3)[nH]c(=O)c2c1C (stereo unspecified) | 0.9 | 1.5 | nt | 14 | 0.9 |

| cpd | CYP2C19 inhib | HIV Rev-RRE inh | EphB4 ephrin blk | PLK1 inh |
| --- | --- | --- | --- | --- |
| 21 | -22 | 1 | -1 | -11 |
| 22 | nt | 5 | -9 | -10 |
| 23 | nt | 6 | 9 | 0 |
| 24 | nt | -5 | 1 | 6 |
| 25 | 88* | 0 | 2 | 1 |
| 26 | 14 | 7 | -2 | 11 |
| 27 | 2 | 7 | -4 | -5 |
| 28 | 2 | -6 | -10 | -18 |
| 29 | -24 | nt | nt | nt |
| 30 | 13 | nt | nt | nt |

Screening results from PubChem.

Not a hit list (roughly 29% active in at least one column).
